XIAP antagonists – XIAP antagonists, biochemical, IAP family, fluorescence polarization (AID 1018). 200,000 tested, 0.007% active. displacement, % at 20 µM; hits with a dose series show IC50 in µM. XIAP BIR domain, fluorescence polarization peptide displacement; higher % means a stronger effect; in the data active = displacement above about 50%; note: a part of the inactive calls stands beside numbers as strong as those of hits
RSV antiviral HEp-2 – inhibition of RSV-induced cytopathic effect – HEp-2 cells, primary 10 µM value included (AID 2391). CPE inhibition, % at 10 µM, or IC50 in µM where a hit was titrated. HEp-2 cells, RSV-induced CPE inhibition; higher % means a stronger effect. 310,000 tested, 0.13% active; in the data active = a potency from the dose series; inconclusive = CPE inhibition mostly from about 23% at the one dose, without a potency; inactive = the rest, 99 in 100 with CPE inhibition below about 21%; note: strong numbers were not always called active
Large T inhibition – TAg ATPase/helicase activity blockers – biochemical (AID 1903); SV40 large T antigen ATPase/helicase inhibition assay; higher % means a stronger effect; one-dose inhibition, % at 20 µM; IC50 in µM for titrated hits; 310,000 tested, 0.39% active; in the data active = a potency from the dose series; inconclusive = inhibition mostly from about 32% at the one dose, without a potency; inactive = the rest, 99 in 100 with inhibition below about 32%; note: strong numbers were not always called active
AID2073 – inhibitors of Mint1-CaV2.2 protein interaction, biochemical, HTRF (AID 2073); HTRF protein-protein interaction, Mint1-CaV2.2; higher % means a stronger effect; inhibition, % at 20 µM, or IC50 in µM where a hit was titrated; 290,000 tested, 0.19% active; in the data active = inhibition mostly above about 51%, no sharp cut-off; inconclusive = no clear call, values can overlap the other calls; inactive = mostly below about 53%; note: some results filed as inactive read as strong as hits
HIV fusion peptide – cell-free HIV fusion peptide-binding blockers – biochemical, uHTS, fluorescence dequenching, primary screen (AID 1986) | inhibition, % at 20 µM, or IC50 in µM where a hit was titrated | 290,000 tested, 0.3% active | cell-free peptide binding, fluorescence dequenching, 30 min; higher % means a stronger effect; in the data active = inhibition mostly above about 52%, no sharp cut-off; inactive = mostly below about 76%; note: some results filed as inactive read as strong as hits
LYP phosphatase – inhibitors of LYP phosphatase, biochemical, fluorescence intensity, uHTS (AID 1779); recombinant LYP phosphatase, fluorescence intensity; higher % means a stronger effect; 290,000 tested, 0.054% active; one-dose inhibition, % at 11.5 µM; IC50 in µM for titrated hits; in the data active = inhibition above about 50%;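 note: plate controls were vehicle with enzyme for no effect and no enzyme for full effect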
Rac1 GTP hydrolysis – MgcRacGAP GTPase-activating activity inhibitors, confirmation, biochemical, ADP Hunter fluorescence | 340,000 tested, 0.6% active | AID 624330 | MgcRacGAP-stimulated Rac1 GTP hydrolysis, ADP Hunter fluorescence; higher % means a stronger effect; GST-tagged Rac1 F28L mutant substrate | inhibition, % at 30 µM, or IC50 in µM where a hit was titrated;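 active = first-screen hits whose inhibition reached a set limit at any dose in the follow-up dose series; inconclusive = inhibition above the set first-screen limit but never retested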;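 note: fluorescence reports GDP produced by GAP-driven GTP hydrolysis; strong numbers were not always called active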
Siah-1 displacement – Siah-1 peptide-binding antagonists, primary screen, biochemical, fluorescence polarization, rhodamine-plectin, uHTS (AID 1817) | Siah-1 / rhodamine-plectin peptide fluorescence polarization; higher % means a stronger effect | 290,000 tested, 0.02% active | displacement, % at 20 µM, or IC50 in µM where a hit was titrated;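 active = displacement of at least 50% at 20 µM, with a fluorescence ratio check between 0.3 and a set limit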;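 note: plate controls were Siah plus tracer with DMSO for no effect and tracer alone without Siah for full effect; strong numbers were not always called active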
NS5 inhibitors – flavivirus cap methylation enzyme inhibition – biochemical, confirmation dose response, primary screen (AID 588689) | Dengue-2 NS5 methyltransferase capping enzyme assay, biochemical; higher % means a stronger effect | inhibition, % at 25 µM, or IC50 in µM where a hit was titrated | 340,000 tested, 0.3% active; in the data active = a potency from the dose series; inconclusive = inhibition above about 29% without an active follow-up result
Starred values were filed as active, the others as inactive; ? = inconclusive; . = not tested or not shown.

entry	XIAP antagonists	RSV antiviral HEp-2	Large T inhibition	AID2073	HIV fusion peptide	LYP phosphatase	Rac1 GTP hydrolysis	Siah-1 displacement	NS5 inhibitors	SMILES
1	-20%	-0.1%	4%	7%	-0.6%	-6%	127µM*	-4%	-9%	CCCOC(=O)c1ccc(O)c(OC)c1
2	-2.1%	0.2%	7%	28%	-0.2%	-11%	5%	-5%	-2%	COc1ccccc1-c1nnc(NC(=O)OCC(C)C)s1
3	-7.7%	2.4%	24%	13%	-3.8%	1%	9%	-8%	-7%	COc1cccc(NC(=S)N2CCc3cc(OC)c(OC)cc3C2COc2ccc3c(C)cc(=O)oc3c2)c1 (configuration not stated)
4	-1.2%	4.0%	3%	6%	3.6%	-7%	5%	-1%	-4%	Brc1ccc(-c2csc(N3CCOCC3)n2)cc1
5	.	2.4%	6%	-6%	1.2%	0%	10%	-1%	5%	CCn1nc(C)c(CNC(=O)C2CCC(=O)N(Cc3cccc(F)c3)C2)c1C (configuration not stated)
6	-4.6%	-0.1%	-1%	-1%	-1.5%	-5%	14%	-6%	2%	Cc1ccc(C(=O)NCc2nnc(SCC(=O)Nc3sc4c(c3C#N)CCCC4)n2C)cc1
7	.	1.2%	11%	12%	-0.6%	-1%	1%	4%	-2%	Cc1cccc(N2CCN(C(=O)CCn3c(=O)[nH]c4ccsc4c3=O)CC2C)c1 (configuration not stated)
8	-4.1%	-0.3%	-1%	6%	-3.6%	-8%	6%	-2%	-3%	CCOC(=O)C1CCN(C(=O)NC23CC4CC(CC(C4)C2)C3)CC1
9	-3.1%	0.7%	2%	13%	118%	-6%	2%	-2%	0%	N#Cc1ccc(-c2nnnn2-c2ccc3c(c2)OCO3)cc1
10	.	0.3%	1%	23%	0.8%	-6%	1%	0%	1%	CCCc1cc(=O)oc2cc(C)cc(OCC(=O)N3CCC(C(=O)O)CC3)c12
11	0.5%	0.2%	15%	7%	0.7%	-5%	8%	-7%	-4%	Cc1nc2ccccc2n1C(=O)c1ccccc1[N+](=O)[O-]
12	1.0%	1.1%	6%	4%	7.2%	-1%	2%	-4%	8%	CCOC(=O)C1=C(O)/C(=C\c2sccc2C)N=C1C
13	.	-0.5%	11%	1%	0.9%	-6%	13%	5%	2%	O=C(C[n+]1ccccc1)Nc1ccc(Cl)c([N+](=O)[O-])c1
14	.	-1.0%	9%	.	.	.	0%	.	7%	CN(CC(=O)Nc1ccc(F)cc1)C(=O)CSc1nccn1C
15	-0.1%	5.6%	6%	18%	9.1%	-6%	6%	4%	-2%	O=C(Nc1ccc(Cl)cc1)c1cc2nc(-c3ccco3)cc(C(F)(F)F)n2n1
16	-5.0%	-0.1%	10%	-14%	0.2%	-6%	9%	-5%	-4%	CSc1ccccc1C(=O)N1CCOCC1
17	.	0.4%	1%	.	.	.	11%	.	4%	CN(CC(=O)Nc1ccccc1Cl)C(=O)CSc1nncn1C
18	.	0.8%	13%	2%	-0.7%	-9%	2%	-3%	-8%	Cc1ccc(NC(=O)CCNC(=O)c2ccc(Br)cc2)nc1
19	.	1.9%	5%	10%	1.4%	-7%	8%	-4%	1%	COC(=O)c1cc(-c2ccc(F)cc2)n(-c2ccccc2)n1
20	.	1.3%	2%	1%	1.6%	-17%	5%	0%	-12%	COc1ccc(Cl)cc1NC(=O)CCN1C(=O)C2C3CCC(C3)C2C1=O (configuration not stated)
21	.	51%	4%	6%	-1.1%	-8%	-4%	-7%	9%	CC/C(=N\NC(N)=O)c1ccc(OC(F)F)cc1
22	-3.7%	40%	0%	-7%	-1.8%	0%	7%	-2%	-5%	O=S(=O)(c1ccc(-c2csc(-c3cccnc3)n2)cc1)N1CCCCC1
23	.	2.7%	-2%	12%	-1.4%	-8%	4%	-3%	-1%	Cc1ccc(O)c(NC(=O)c2cc(-c3ccccc3Cl)on2)c1
24	-7.5%	1.5%	25%	1%	0.2%	2%	5%	3%	4%	CN(CC(=O)Nc1ccc(C#N)cc1)CC(=O)Nc1ccc(N2CCOCC2)cc1
25	-3.8%	-1.3%	15%	4%	-2.3%	-8%	3%	6%	-4%	O=C(NNS(=O)(=O)c1ccccc1F)c1sccc1-n1cccc1
26	0.4%	2.0%	9%	3%	-0.4%	-7%	9%	0%	1%	CCCCCCP(=O)(O)c1ccccc1
27	-5.1%	1.1%	6%	10%	5.6%	3%	9%	0%	-6%	CC1(C)CC2(CCO1)OC(=O)CC2C(=O)NCc1ccccc1 (configuration not stated)
28	-2.9%	0.3%	12%	1%	1.6%	-13%	11%	-4%	-2%	C=CCn1c(CC#N)nnc1N1CCOCC1
29	.	0.9%	4%	8%	-0.2%	-4%	4%	1%	-3%	O=C(NC1CCCCC1)C(c1ccccc1F)N(C(=O)c1csnn1)C1CCCC1 (configuration not stated)
30	.	0.7%	-4%	-3%	0.1%	-6%	8%	1%	12%	Cc1ccccc1OCC(=O)NCC(=O)OCc1ccc(Br)cc1
31	-8.5%	-2.1%	9%	0%	0.2%	-3%	11%	-1%	-4%	COc1ccc(-c2nc(C#N)c(NCc3ccc(C)cc3)o2)cc1OC
32	-5.2%	0.4%	10%	-11%	1.7%	-4%	-1%	0%	-2%	CN(Cc1ccccc1)c1ccc(N2C(=O)CCC2=O)cc1[N+](=O)[O-]
33	.	2.2%	6%	2%	-1.5%	-2%	5%	-5%	-13%	CC(=O)NCCc1c(C)n(Cc2ccccc2)c2ccccc12
34	-4.8%	2.0%	8%	-4%	1.0%	-1%	12%	6%	-6%	COc1ccc(-c2nc(N)ncc2-c2csc(C)n2)c(O)c1OC
35	-2.8%	?	8%	29%	-1.9%	6%	7%	7%	-3%	CC(=O)Oc1ccccc1C1=NN(C(=O)/C=C/c2ccccc2)C(c2ccccc2)C1 (configuration not stated)
36	.	0.8%	20%	6%	-1.0%	-12%	-3%	0%	4%	CCC1CCCCN1C(=O)c1ccc(OC2CCN(C(=O)COC)CC2)cc1 (configuration not stated)
37	-0.6%	6.3%	17%	-1%	2.4%	-8%	10%	-5%	-2%	NC(=O)NC(=O)CC1S/C(=N/N=C2\CSC(=O)N2)NC1=O (configuration not stated)
38	.	2.0%	6%	6%	0.0%	-6%	6%	4%	2%	CC(C)(C)c1ccc(C(=O)COC(=O)CN2C(=O)NC3(CCCC3)C2=O)cc1
39	.	19%	7%	4%	-1.2%	0%	10%	17%	-2%	CCCCCC1CC(CC(=O)Nc2ccc([N+](=O)[O-])cc2)OC1=O (configuration not stated)
40	.	0.0%	6%	0%	-0.5%	-6%	5%	10%	-1%	CNC(=S)n1cnc(N)n1
41	.	0.1%	1%	10%	-0.8%	-5%	7%	-7%	-9%	Cc1ccc(CNC(=O)CCc2cn(C)c3ccccc23)cc1
42	.	14%	12%	9%	0.1%	1%	6%	17%	-6%	Nc1nc(NCc2ccco2)nc(N2CCN(Cc3ccccc3)CC2)c1[N+](=O)[O-]
43	.	5.3%	9%	-1%	-2.5%	-3%	1%	2%	-10%	COC(=O)C1=CN(c2ccc(OC)cc2)C=C(C(=O)OC)C1c1ccc([N+](=O)[O-])cc1
44	-0.4%	?	-1%	18%	0.5%	2%	4%	-1%	-4%	Cc1ccc(C(=O)N/C(=C/c2ccc(-c3cc(C(F)(F)F)ccc3Cl)o2)C(=O)NCc2cccnc2)cc1
45	-3.8%	0.9%	10%	-5%	-0.9%	-3%	2%	2%	3%	Cc1noc(C)c1COc1cccc(C(=O)OCC(=O)NCCN2C(=O)CSC2=O)c1
46	1.1%	8.4%	10%	-4%	-0.7%	8%	10%	8%	-1%	CCOC(=O)c1cc(-c2ccccc2)n(CCC(=O)N2CCN(c3ccc(OC)cc3)CC2)c1C
47	.	1.3%	22%	29%	3.7%	-12%	4%	13%	-2%	COc1cc(C2Nc3ccc4ccccc4c3C3=C2C(=O)CC(C)(C)C3)ccc1OCC(=O)O (configuration not stated)
48	-4.9%	1.2%	23%	-20%	2.4%	-8%	7%	4%	-1%	Cc1ccc(C(=O)NNC(=S)Nc2cccc3ccccc23)s1
49	.	6.2%	6%	2%	1.5%	0%	.	1%	.	COc1c(Br)cc([N+](=O)[O-])c(OC)c1C(=O)NC(=O)Nc1c(Cl)cccc1Cl

Structural class, those above with two or more sulfur atoms
entry	XIAP antagonists	RSV antiviral HEp-2	Large T inhibition	AID2073	HIV fusion peptide	LYP phosphatase	Rac1 GTP hydrolysis	Siah-1 displacement	NS5 inhibitors	SMILES
6	-4.6%	-0.1%	-1%	-1%	-1.5%	-5%	14%	-6%	2%	Cc1ccc(C(=O)NCc2nnc(SCC(=O)Nc3sc4c(c3C#N)CCCC4)n2C)cc1
22	-3.7%	40%	0%	-7%	-1.8%	0%	7%	-2%	-5%	O=S(=O)(c1ccc(-c2csc(-c3cccnc3)n2)cc1)N1CCCCC1
25	-3.8%	-1.3%	15%	4%	-2.3%	-8%	3%	6%	-4%	O=C(NNS(=O)(=O)c1ccccc1F)c1sccc1-n1cccc1
37	-0.6%	6.3%	17%	-1%	2.4%	-8%	10%	-5%	-2%	NC(=O)NC(=O)CC1S/C(=N/N=C2\CSC(=O)N2)NC1=O (configuration not stated)
48	-4.9%	1.2%	23%	-20%	2.4%	-8%	7%	4%	-1%	Cc1ccc(C(=O)NNC(=S)Nc2cccc3ccccc23)s1
